SRC1 TRFRET art – TR-FRET artefact, counter-screen to PPARgamma/SRC-1 agonist assay. actives 0.34% (n = 99,000). TR-FRET detection artefact counter-screen, emission ratio; active compounds read high. AID 1051. TR-FRET ratio at 8 µM; in the data active means TR-FRET ratio above about 2300; further: inactives centre near 1800; reference of the scale not given here
SRC3 TRFRET art – counter-screen for PPARgamma SRC-3 recruitment agonists: TR-FRET artefact; PPARgamma/SRC-3 format; active compounds read high; TR-FRET ratio at 8 µM; actives 0.39% (n = 99,000); in the data active means TR-FRET ratio above about 2000; further: inactives centre near 1600; reference of the scale not given here
The depositor's hits bear a star.

compound	SRC1 TRFRET art	SRC3 TRFRET art
Nc1c(C(=O)c2ccccc2)sc2c1c(=O)[nH]c(=O)n2-c1ccccc1	1842	1679
O=C(c1ccc2c(c1)OCO2)N1CCN(c2ncccn2)CC1	1887	1685
Cc1cccc(C)c1NC(=O)C(NC(=O)c1ccccn1)c1ccccc1[N+](=O)[O-] (centres undefined)	1764	1673
COCCNC(=S)Nc1ccc([N+](=O)[O-])cc1C	1633	1761
COc1ccccc1OCC(=O)OCC(=O)Nc1sccc1C(N)=O	1904	1570
O=C(Cc1cc(=O)[nH]c(=O)[nH]1)NCc1ccccc1	1599	1591
Cc1ccc(OCC(=O)NCC(=O)Nc2ccc(F)c(F)c2F)c([N+](=O)[O-])n1	1866	1482
O=C(/C=C/c1ccco1)c1ccc(O)cc1	1993	1699
O=C(Nc1nc(-c2cccs2)c(C(=O)C(F)(F)F)s1)c1ccco1	3540*	3363*
CCC(=O)c1ccc(N2CCN(C(=O)c3cccc(F)c3)CC2)c(F)c1	1822	1613
COCC(C)n1c(C)cc(C(=O)COC(=O)CN=C2NS(=O)(=O)c3ccccc32)c1C (centres undefined)	1667	1653
CCC(=O)NC(C)c1nc2ccccc2n1C (centres undefined)	1531	1672
CS(=O)(=O)N(CC(=O)NCCSCc1ccccc1)c1ccc2c(c1)OCO2	1686	1625
COc1ccccc1NC(=S)NCC1CCCO1 (centres undefined)	1732	1473
O=C(CCCn1c(=O)c2ccccc2n(CC(=O)N2CCN(c3ccccc3)CC2)c1=O)NCc1ccco1	1695	1731
C#CCOCCOCCOCCNc1nc(N2CCN(C(=O)[C@H](C)n3cc(CCCN=C(N)N)nn3)CC2)nc(N2CCN(C(=O)[C@H](Cc3ccc(O)cc3)n3cc(CCO)nn3)CC2)n1	1594	1747
CC(C)OC(=O)/C(C#N)=C/c1cn(Cc2ccccc2)c2ccccc12	1940	1541
CCOc1ccccc1NC1=C(Cl)C(=O)N(c2ccccc2)C1=O	1827	1577
COc1ccccc1-c1nnc(SCC(=O)NCc2ccco2)n1N	1738	1709
COC(=O)C1=NN(C(=O)c2cccc(Br)c2)C(O)(c2ccc(Cl)cc2)C1 (centres undefined)	2079	1507
NS(=O)(=O)c1ccc2nc(NC(=O)C3CCCO3)sc2c1 (centres undefined)	2070	1576
CN(c1ccc([N+](=O)[O-])cc1C(N)=O)C1CCCCC1	1922	1757
CCN1CCCC1CNC(=O)CN1C(=O)COc2ccc(C)cc21 (centres undefined)	1959	1671
COc1cc(S(=O)(=O)N2CCN(c3ccccc3)CC2)ccc1F	1908	1656
O=C(CNC(=O)c1ccccc1)Nc1cccc(C(F)(F)F)c1	1681	1633
CCCCC(=O)Nc1cccc(C(C)O)c1 (centres undefined)	1798	1707
Nc1cc(-c2ccccc2)nn1Cc1ccccc1	1985	1713
CC(C)CNC(=O)C1CCCN(C(=O)NCc2ccccc2)C1 (centres undefined)	1384	1478
COC(=O)c1ccc(CN2CCC(CO)(Cc3cccc(OC)c3)CC2)cc1	1725	1643
CC(=O)c1c(C)[nH]c(C(=O)O)c1C	1720	1529
S=C1CSc2ccccc2N1	1703	1499
Clc1ccc(CN2CCN(/N=C/c3cccnc3)CC2)cc1	1591	1337
CC(C)C(C(=O)NCC1CCCO1)N(Cc1cccs1)C(=O)CNS(=O)(=O)c1ccccc1 (centres undefined)	1795	1622
Cc1ccnc(NS(=O)(=O)c2ccc(NC(=O)c3ccc(S(=O)(=O)N4CCOCC4)cc3)cc2)n1	1603	1398
Cc1c(-n2c(O)c(C3=c4ccccc4=NC3=O)sc2=S)c(=O)n(-c2ccccc2)n1C	1699	1293
CC1CCCN(C(=S)Nc2ccc(F)cc2)C1 (centres undefined)	1792	1595
CCOc1ccccc1NC(=O)CCn1cccc1	1721	1467
O=C(COc1cccc(Cl)c1Cl)Nc1ccc2c(c1)CCC2	1855	1507
COc1ccc(C2C(C#N)=C(N)Oc3c2ccc2cccnc32)cc1OC (centres undefined)	1584	1621
CC1=C(C(=O)OCc2ccc(C)cc2)C(c2ccc(O)c([N+](=O)[O-])c2)NC(=O)N1 (centres undefined)	1606	1566
CC(C)C(Nc1ncnc2c1oc1ccccc12)C(=O)O (centres undefined)	1779	1655
CCn1c(COc2ccc(=O)n(-c3ccccc3)n2)nnc1SC	1677	1523
Cc1ccc(/C=C/C(=O)N2CC(=O)Nc3ccccc32)o1	1966	1628
Cc1ccsc1C(=O)Nc1ccc(F)c([N+](=O)[O-])c1	1481	1447
O=C(COC(=O)Cc1ccccc1F)Nc1ccc2c(c1)OCCO2	1949	1667
Cc1ccc(CNC(=O)CNS(=O)(=O)c2ccc3nc(C)sc3c2)cc1	1596	1571
COc1ccc(C(=O)n2nc(-c3ccc(OC)cc3)nc2N)cc1	1948	1625
CC(NC(=O)c1ccco1)C(=O)OCC(=O)c1ccc(Cl)s1 (centres undefined)	1973	1530
Cc1nn(-c2cc(C(F)(F)F)ccc2Cl)c2nc(C(F)(F)F)[nH]c(=O)c12	1573	1248
Cc1ccccc1CSCc1nc(N)nc(Nc2ccccc2C)n1	1746	1644
O=C(CCCCCn1c(=S)[nH]c2ccc(N3CCOCC3)cc2c1=O)NCc1ccccc1	1993	1440
Cc1ccc(NC(=O)c2ccc(-n3cccn3)nc2)cc1	1643	1493
Cc1ccc(-c2nc3ccccn3c2C=O)cc1	1796	1168
O=C(Nc1ccccc1)C1=C[C@@H](c2csc3ccccc23)C[C@@H](OCc2ccc(CO)cc2)O1	1809	1522
COc1cc(NC(=S)N2CCN(C)CC2)c(OC)cc1Cl	2027	1756
O=C(/C=C/NNC(=O)c1ccccc1)c1ccc([N+](=O)[O-])cc1	1692	1574

7 compounds already listed, arranged by formula weight, falling:
compound	SRC1 TRFRET art	SRC3 TRFRET art
COC(=O)C1=NN(C(=O)c2cccc(Br)c2)C(O)(c2ccc(Cl)cc2)C1 (centres undefined)	2079	1507
Cc1cccc(C)c1NC(=O)C(NC(=O)c1ccccn1)c1ccccc1[N+](=O)[O-] (centres undefined)	1764	1673
CC(C)OC(=O)/C(C#N)=C/c1cn(Cc2ccccc2)c2ccccc12	1940	1541
CC(NC(=O)c1ccco1)C(=O)OCC(=O)c1ccc(Cl)s1 (centres undefined)	1973	1530
O=C(COc1cccc(Cl)c1Cl)Nc1ccc2c(c1)CCC2	1855	1507
O=C(CNC(=O)c1ccccc1)Nc1cccc(C(F)(F)F)c1	1681	1633
CC(=O)c1c(C)[nH]c(C(=O)O)c1C	1720	1529

Next entries:
compound	SRC1 TRFRET art	SRC3 TRFRET art
Cc1ccccc1NC(=O)c1nc2nccc(C)n2n1	1635	1382
CC(=O)Nc1ccc2nc(-c3ccccc3)cn2c1	1589	1570
CCc1nnc(NS(=O)(=O)c2ccc(N=Cc3c(C)[nH]n(-c4cccc(Cl)c4)c3=O)cc2)s1	1806	1441
S=C(NCC1CCCO1)Nc1ccccc1Cl (centres undefined)	1698	1850
Fc1ccc(/C=N/Nc2ccccn2)cc1	1790	1591
Cc1ccc2sc(NC(=O)CN3C(=O)CCC3=O)nc2c1C	1682	1440
COC(=O)c1cc(Cl)c(NC(=O)c2ccc(F)cc2)cc1OC	1825	1719
O=C(C(=O)N1CCOCC1)c1c[nH]c2ccccc12	1727	1456
COc1cccc(C(=O)N2CCOCC2)c1	1875	1663
Cc1cccc(C(=O)NC(=S)NNC(=O)c2cccs2)c1	1925	1842
CC(C)CC(=O)Nc1ccc2nn(-c3ccccc3)nc2c1	1722	1490
Cn1cnnc1SCC(=O)Nc1ccc(OCc2ccccc2)cc1	1742	1524
O=C(CSc1nc2ccccc2o1)Nc1nc(-c2ccccc2)cs1	1798	1612
O=c1cc(O)c2sc3nc(-c4ccccc4)cc(C(F)(F)F)c3c2[nH]1	1721	1394
CCc1nnc(NC(=O)Nc2ccc(Cl)cc2)s1	1634	1724
COc1cc(NC(=O)c2ccc(OC)c([N+](=O)[O-])c2)ccc1NC(=O)c1cccs1	1845	1466
COc1cc(C(=O)NNC(=O)C2CC=CCC2C(=O)O)cc(OC)c1OC (centres undefined)	1872	1604
CC(=O)c1sc(N/N=C\c2ccc(C)cc2)nc1C	1855	1554
CCc1ccccc1NC(=O)CN(C)C(=O)CSc1nnc(Nc2cccc(C)c2)s1	1713	1718
COc1ccc(C2C(C(=O)Nc3cc(OC)c(OC)c(OC)c3)c3ccccc3C(=O)N2C)cc1OC (centres undefined)	1786	1344
COc1ccc(Cl)cc1C(=O)Nc1cccc(-c2ccc3nncn3n2)c1	1746	1509
Cc1ccc(CN2CCN(Cc3cnn(-c4ccc(Cl)cc4)c3)CC2CCO)o1 (centres undefined)	1741	1529
O=C(NCc1n[nH]c(=S)n1-c1ccc(Br)cc1)c1ccc(S(=O)(=O)N2CCCC2)cc1	1793	1545
Cc1ccccc1NC(=O)COC(=O)CCc1nc2ccccc2c(=O)[nH]1	1726	1701
COc1ccc2[nH]c(C)c(CCNC(=S)Nc3ccc(C)cc3)c2c1	1807	1451
CCOc1ccc(S(=O)(=O)Nc2ccncc2)c(C)c1C	1659	1518
Cc1cccc(-c2cc(C(=O)N3CCCc4ccccc43)c3ccccc3n2)c1	1742	1627
N#C/C(=C\c1ccc(O)c(O)c1)C(=O)NCCCc1ccccc1	1712	1668
CCN(CC)c1ccc(/C=C2\CCC(/C=N/NC(=O)c3ccc(=O)n(C)c3)=C2N2CCOCC2)cc1	1517	1437
CCCOc1ccc(C(=O)NCC2OCCc3ccccc32)cc1OC (centres undefined)	1739	1577
COc1ccccc1NC(=O)/C(=N/OCc1ccc(C#N)cc1)C(C)=O	1741	1557
Cc1cccc(N2CCN(C(=O)C3(S(=O)(=O)c4ccc(Cl)cc4)CC3)CC2)c1C	1528	1340
Cc1ccc(Cl)cc1N1CCN(S(=O)(=O)N2CCCCC2)CC1	1599	1468
CC(CCc1ccccc1)NC(=O)C1CCN(c2nnc(-n3cccc3)s2)CC1 (centres undefined)	1692	1675
COc1ccccc1NS(=O)(=O)c1cc(Cl)ccc1OC	1837	1771
Cc1c(C(=O)Oc2cccc3cccnc23)cccc1[N+](=O)[O-]	1872	1531
O=C(CCC(=O)Nc1ccccc1Cl)NNC(=O)c1ccco1	1801	1610
CC(C)OC(=O)C1C(=O)CC(C)(O)C(C(=O)OC(C)C)C1c1ccc([N+](=O)[O-])cc1 (centres undefined)	1924	1757
O=C(CN1CCSc2ccccc21)NCCCc1ccccc1	2092	1460
CSc1cccc(NC(=S)N(Cc2ccccc2)Cc2ccccn2)c1	1882	1622
CC1(C(=O)N2CCN(c3ccccc3)CC2)CC1(Cl)Cl (centres undefined)	1806	1514
CCNC(=S)N(CCc1ccccc1C)Cc1cc2cc(OC)c(OC)cc2[nH]c1=O	1982	1753
CNc1cncc(C(=O)O)c1	1903	1472
Cc1ccc(N=C2SC(C(=O)O)CC(=O)N2C)cc1C (centres undefined)	1862	1726
CCOCCCNC(=S)N1CCN(Cc2ccc3c(c2)OCO3)CC1	1749	1764
c1ccc2c(c1)OCCOCCOCCOCCOc1ccccc1OCCOCCOCCO2	1918	1678
Cc1cccc(N2C(=S)NC3c4cc(Cl)ccc4OC2(C)C3C(=O)N(C)C)c1 (centres undefined)	1809	1735
Nc1cc(C(F)(F)F)ccc1Nc1ccccc1	2055	1736

Compound profiles, from the list above. Order of screens: SRC1 TRFRET art, SRC3 TRFRET art
CC1(C(=O)N2CCN(c3ccccc3)CC2)CC1(Cl)Cl (centres undefined) is listed with 1806, 1514
c1ccc2c(c1)OCCOCCOCCOCCOc1ccccc1OCCOCCOCCO2 is listed with 1918, 1678
Nc1cc(C(F)(F)F)ccc1Nc1ccccc1 is listed with 2055, 1736

Further compounds follow:
compound	SRC1 TRFRET art	SRC3 TRFRET art
CC1=[N+](C)N(c2ccccc2)C(=O)C1N=Cc1c(Cl)cccc1Cl (centres undefined)	1675	1532
O=C(O)CN1C(=O)/C(=C/C=C/c2ccccc2)SC1=S	1739	1713
N#C/C(=C\c1ccco1)C(=O)Nc1cccc2ncccc12	1738	1498
O=C(NCc1nc2ccccc2[nH]1)C1CCCCC1	1839	1553
CCOc1ccc2nc(SCc3cccc(C)c3)nc(C)c2c1	1893	1703
O=C(/C=C/c1ccc(F)cc1)NNC(=O)CCN1CCN(Cc2ccccc2)CC1	1983	1648
COc1ccc([N+](=O)[O-])cc1C(=O)Nc1ccc(Cc2ccncc2)cc1	1660	1513
CCOC(=O)CCn1nnc(N)n1	1814	1522
CC(C)N(CCNCC(O)COc1ccc(C(C)(C)c2ccccc2)cc1)C(C)C (centres undefined)	1689	1633
CCCc1cc(=O)[nH]c(SCc2csc(-c3ccccc3)n2)n1	1952	1661
Cc1ccc(Cn2ncc(C)c2N)o1	1706	1430

Assay outcomes from PubChem.

Only part of the results is shown. The share of hits here may be higher or lower than overall.
